GRK2 aptamer HTS: compounds blocking aptamer binding on GRK2 – biochemical, human GRK2, bead flow cytometry, HTS, primary screen. AID 488847, 2010. Beta-adrenergic receptor kinase 1 (Homo sapiens), P25098. hit rate 0.59% among 330,000. FAM-aptamer displacement from GRK2. inhibition of aptamer binding, % at 10 µM;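 active means inhibition of aptamer binding above 40%, roughly 3 SD of noise, on plates passing a quality check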;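 further: median bead fluorescence of bound FAM aptamer so fluorescent compounds give negative values; no value below 0 was filed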
Bcl-xL primary: inhibitors of human Bcl-xL, primary screen, biochemical, fluorescence polarization, HTS. Bcl-2-like protein 1 (Homo sapiens), Q07817. GST-Bcl-xL / FITC-Bim BH3 peptide fluorescence polarization. inhibition, % at 10.9 µM. hit rate 0.7% among 320,000;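 active means inhibition above the mean of all tested compounds plus 3 SD, cutoff set per campaign, cut at about 30% in these data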;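 further: 0% = DMSO wells and 100% = unlabeled Bim-BH3 peptide competitor; inhibitors lower millipolarization by displacing the labeled peptide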
Target sequence (Q07817 whole entry, looked up): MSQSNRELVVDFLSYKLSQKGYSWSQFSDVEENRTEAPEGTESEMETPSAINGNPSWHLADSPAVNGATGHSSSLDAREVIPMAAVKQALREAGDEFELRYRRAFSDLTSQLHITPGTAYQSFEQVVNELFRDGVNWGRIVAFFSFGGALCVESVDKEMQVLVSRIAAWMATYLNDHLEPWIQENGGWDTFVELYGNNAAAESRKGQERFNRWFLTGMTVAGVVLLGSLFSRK
CIT2-GFP yeast: modulators of CIT2-GFP expression in yeast, primary screen, S. cerevisiae, GFP fusion, multiplex flow cytometry, MLPCN library. S. cerevisiae CIT2-GFP strain, 3 h; 100 means same as DMSO wells. GFP response vs DMSO, % at 10 µM. hit rate 0.065% among 320,000;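 active means GFP response relative to DMSO above a set limit, near the screen mean plus 3 SD, cut at about 150% in these data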;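 further: ratio of well median GFP fluorescence to mean of DMSO wells on the plate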
GLD-1 TGE inh: GLD-1/TGE RNA complex disruptors, primary screen, biochemical, fluorescence polarization | hit rate 0.44% among 320,000 | AID 2280, 2010 | purified GLD-1 + fluorescein TGE RNA | inhibition, % at 5.96 µM;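 active means percent inhibition above a per-plate cutoff, the plate mean of test compounds plus 3 SD, cut at about 30% in these data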;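 further: 0% = DMSO wells with GLD-1 and probe and 100% = wells lacking GLD-1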
AGP1-GFP MLPCN: modulators of AGP1-GFP expression in yeast TOR pathway, primary screen, cell-based, multiplex flow cytometry, S. cerevisiae, MLPCN library. AID 2066, 2009. 3 h; GFP as percent of DMSO wells. GFP response vs DMSO, % at 10 µM. hit rate 0.02% among 320,000;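 active means GFP response relative to DMSO above a set limit, near screen average plus 3 SD, cut at about 150% in these data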;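 further: median GFP channel fluorescence of the gated AGP1 strain per well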
MEX-5 binding: MEX-5 zinc finger RNA-binding disruptors – biochemical, C. elegans, fluorescence polarization, MLPCN library, primary screen | Zinc finger protein mex-5 (Caenorhabditis elegans), Q9XUB2 | MEX-5/FITC-TCR2 RNA binding; active compounds read low | activity score (negative = inhibition of binding), % at 10 µM | hit rate 0.38% among 300,000 | AID 1832, 2009;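 active means inhibition past about -25% in most replicates, and total fluorescence under double the plate's negative control median, limit read from the data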;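 further: 0% = DMSO and -100% = 5 µM competing unlabeled TCR2 RNA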
MCL1-BIM inh: inhibitors of MCL1 binding to BIM-BH3, primary screen, biochemical, fluorescence polarization; GST-MCL1 / FITC-Bim-BH3 fluorescence polarization; inhibition, % at 10.9 µM; hit rate 0.68% among 320,000; AID 2057, 2009;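 active means inhibition above the mean inhibition of all tested compounds plus 3 SD, set per campaign, cut at about 40% in these data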;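 further: 0% = DMSO wells and 100% = unlabeled Bim-BH3 peptide control; higher means more loss of mP so more displacement of Bim peptide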
Target sequence (Q07820 whole entry, looked up): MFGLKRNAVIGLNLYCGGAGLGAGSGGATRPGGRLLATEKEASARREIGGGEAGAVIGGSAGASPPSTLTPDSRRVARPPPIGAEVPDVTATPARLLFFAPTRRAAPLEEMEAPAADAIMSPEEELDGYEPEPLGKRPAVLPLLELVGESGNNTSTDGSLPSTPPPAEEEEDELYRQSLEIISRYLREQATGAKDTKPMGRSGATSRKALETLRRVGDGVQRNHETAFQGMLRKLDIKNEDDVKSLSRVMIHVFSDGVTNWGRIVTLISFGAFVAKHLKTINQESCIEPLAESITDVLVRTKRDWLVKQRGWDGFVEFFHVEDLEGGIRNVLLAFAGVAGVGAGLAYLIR
Fam108B inh: mouse Fam108B serine hydrolase inhibitors, primary screen, counter-screen for RBBP9 inhibitor project, biochemical, fluorescence polarization; hit rate 0.33% among 300,000; inhibition, % at 9.51 µM; recombinant Fam108B, FP-Rh probe fluorescence polarization;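 active means inhibition above the screen mean inhibition plus 3 SD, computed separately per campaign, cut at about 18% in these data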;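 further: inhibitors lower polarization as less probe binds the enzyme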
VLA-4 inh: inhibition in human VLA-4 binding assay, primary screen, VLA-4 allosteric modulator project, MLPCN library, flow cytometry, VLA-4 expressing cells; inhibition, % (about 7 µM as worked out from the volumes in the protocol); ligand binding flow cytometry; hit rate 0.2% among 330,000; in the data active means inhibition above about 50%
* = called active by the depositor; · = no result given; & = joins results of further samples.

Each structure is followed by: CIT2-GFP yeast, GLD-1 TGE inh, VLA-4 inh, MCL1-BIM inh, Fam108B inh, Bcl-xL primary, AGP1-GFP MLPCN, GRK2 aptamer HTS, MEX-5 binding
> Cc1n[nH]c(=O)nc1NCCN(C)C
 : 91, 6, 9, 1, -2, 0, 106, 1, -2.5
> Cn1cc(/C=N\NC(=O)c2cccs2)c2ccccc21
 : 99, -11, 5, 9, 1, 1, 106, 2, 2.6
> CC1(C)OC(=O)N(CC(=O)Nc2cccc(C(F)(F)F)c2)C1(C)O (centres undefined)
 : 124, 2, 11, 4, 2, 3, 113, 1, 1.0
> Cn1c(C(=O)NCCCN2CCCCC2)cc2sccc21
 : 106, 10, 18, 2, -1, 2, 39, 0, -3.6
> COc1ccc(C)cc1NC(=O)C(OC(=O)c1cccc(S(=O)(=O)N(C)c2ccccc2)c1)c1ccccc1 (centres undefined)
 : 89, 7, 8, -3, -3, 1, 113, 1, 3.3
> O=C(c1ccc(Cl)cc1)N1CCCC(C(=O)N2CCCCC2)C1 (centres undefined)
 : 103, 11, -9, 2, 2, 6, 99, 2, -1.0
> Fc1ccc(CSc2nc3ncccc3[nH]2)cc1
 : 102, 3, 2, 6, 7, 1, 101, 0, 0.0
> COc1ccc(OC)c(NC(=O)CN2C(=O)COc3ccc(C)cc32)c1
 : 103, -3, 2, 0, 2, 1, 97, 2, -1.8
> O=C(CSc1ccc(-c2ccc(F)cc2)nn1)N1CCOCC1
 : 99, 2, -6, 1, 3, 0, 97, 0, -1.2
> CCOC(=O)C1CCN(C(=S)Nc2ccc(CC)cc2)CC1
 : 97, 10, 24, -1, -3, 3, 91, 23, 2.1
> O=C(CCN1C(=O)c2ccccc2S1(=O)=O)Nc1ccc(Cl)cc1
 : 84, ·, 19, ·, ·, ·, 80, 0, -2.4
> CCCc1nc(SCC(=O)Nc2nnc(CC)s2)c2c(=O)n(C)c(=O)n(C)c2n1
 : 100, 5, 6, -3, -2, 0, 102, 0, -0.8
> O=C(NCc1cccc(C(F)(F)F)c1)C1CCCN(c2cnccn2)C1 (centres undefined)
 : 94, 0, 8, 4, -1, 3, 93, 0, -2.5
> O=C(Nc1ccnn1C1CCN(C(=O)c2ccc(Cl)cc2)CC1)C1CC1
 : 101, 1, -2, -4, 0, 4, 104, 17, 0.8
> COCCn1c(=N)c(S(=O)(=O)c2ccc(F)cc2)cc2c(=O)n3ccccc3nc21
 : 97, -5, 7, -10, 1, 0, 95, 0, -7.9
> Cn1c(=O)[nH]c(=O)c2c1nc(N1CCCCC1)n2CCCSc1nnnn1-c1ccccc1
 : 109, 1, 8, 8, 2, 2, 104, 3, -2.6
> O=C(c1ccc2c(c1)OCCO2)C1CCN(C(=O)Nc2ccc(F)cc2)CC1
 : 95, 0, -6, 1, 3, 1, 97, 0, -1.4
> O=C(NC1CCCC1)C(c1ccc(F)cc1)N(C(=O)c1csnn1)c1ccccc1 (centres undefined)
 : 104, 11, 9, 2, 1, 7, 95, 0, -1.4
> CCC(C)NCCOCCOc1ccc(C)cc1Br (centres undefined)
 : 93, 5, 16, 4, -1, -2, 95, 0, -1.1
> Cc1ccccc1OCC(=O)Nc1ccc(N2CCN(S(C)(=O)=O)CC2)cc1
 : 98, 1, 0, -2, 2, 2, 101, 25, 0.7
> Cc1ccc(C(=O)/C=C2/NC(=O)CS2)cc1
 : 101, 7, -1, -6, 2, -3, 101, 5, -5.4
> CNC(=O)c1ccc2c(c1)nnn2C
 : 100, 0, 12, -5, 2, 0, 101, 2, 1.8
> CCN(CC)S(=O)(=O)c1ccc(NC(=O)c2ccc(NS(C)(=O)=O)cc2)cc1
 : 97, 0, 9, 5, 0, 2, 93, 3, -0.9
> COc1cc(NC(=O)CN(c2ccc(C)cc2)S(=O)(=O)c2c(C)noc2C)cc(OC)c1
 : 98, -2, 8, -6, -9, 6, 94, 0, 0.7
> CCC(=O)NC(=S)Nc1ccccc1C(=O)NC1CCCCC1
 : 101, 5, 44, 5, 1, 3, 104, 0, 2.7
> O=C(NCc1cccc(Cl)c1)C1CCN(S(=O)(=O)c2ccc(F)cc2)CC1
 : 110, 1, 10, 15, 1, 8, 99, 1, 0.2
> O=C(N/N=C/c1ccco1)c1ccccn1
 : 98, 0, -1, 6, 0, 5, 95, 0, -6.9
> COc1ccc2c(CC(=O)Nc3nnc(C4CC4)s3)coc2c1
 : 96, -4, -12, -2, 2, -4, 91, 4, -1.1
> Cc1cc(NC(=O)c2cc(C(C)(C)C)oc2C)no1
 : 95, 0, 7, 2, -1, 4, 103, 0, -4.6
> COc1cccc(Nc2nc3ccc(OC)cc3s2)c1
 : 89, -8, -2, 9, 12, 6, 97, 5, -1.6
> C=CCNc1nc(C(=O)OCC(=O)Nc2cc(S(C)(=O)=O)ccc2Cl)cs1
 : 84, 3, 17, -9, 1, -6, 93, 5, -3.4
> COc1ccc(/C=N/NC(=O)c2c([N+](=O)[O-])c(C)nn2C)cc1
 : 99, -1, 11, 1, 4, 5, 102, 0, -3.0
> Cc1ccoc1C(=O)N1CCCC(CO)(Cc2ccc(F)cc2)C1 (centres undefined)
 : 109, ·, -4, ·, ·, ·, 100, 14, 1.3
> C/C=C/C=N/Nc1nc(-c2ccc([N+](=O)[O-])cc2)cs1
 : 97, 1, 5, 3, 0, -2, 92, 0, 0.5
> O=C(NCc1nnc2c(C(F)(F)F)cc(Cl)cn12)c1ccc(Br)o1
 : 100, 2, 30, 5, 2, 5, 100, 1, -0.4
> COC(=O)c1ccc(COc2ccccc2/C=N/O)o1
 : 101, -2, -7, 4, 0, 3, 105, 0, -0.8
> Nc1c2c(nc3sc4c(c13)CCCCC4)CCCCC2
 : 105, 1, 7, 3, -4, -2, 110, 0, 0.2
> CN1CCCCC1CCN1c2ccccc2Sc2ccc(S(C)=O)cc21 (centres undefined)
 : 107&83, -2&2, 24&5, 12, 1, 3, 108&88, 0&0, -0.8
> CC1(C)CC(=O)C2=C(C1)Nc1ccccc1NC2
 : 95, 29, 2, 34, 7, 28, 102, 0, 0.5
> Cc1c(NC(=O)CSc2cccc3cccnc23)c(=O)n(-c2ccccc2)n1C
 : 110, 4, 3, 6, 3, 0, 110, 6, 1.8
> CCCN1CCOC(CC(=O)Nc2ccc([N+](=O)[O-])cc2)C1=O (centres undefined)
 : 96, 2, 3, -2, 2, -1, 97, 1, -0.7
> O=C(/C=C/c1ccccc1)Nc1cc(S(=O)(=O)N2CCOCC2)ccc1N1CCCC1
 : 91, 6, 2, -1, 2, 0, 85, 0, 1.4
> COc1ccc(/C(C)=N/NS(=O)(=O)c2cc(C)ccc2C)c(OC)c1
 : 106, -1, 8, 4, -2, 6, 97, 0, 1.0
> COCCNCc1nc2sc(C)c(-c3ccccc3)c2c(=O)[nH]1
 : 99, 8, -3, -1, -3, -6, 93, 0, 0.1
> CC(C)(C)NC(=O)c1cc(F)c(F)cc1Cl
 : 101, 2, 18, -7, -2, 6, 107, 0, -0.4
> Oc1csc(Cc2nc(-c3ccc4ccccc4c3)cs2)n1
 : 101, -6, -14, 12, 0, 8, 94, 0, 0.9
> C=CCNC(=S)/N=c1\sccn1C
 : 100, 4, 17, 6, -10, 1, 92, 2, 0.9
> CCN1C(=O)/C(=C\N2CCCCCC2)SC1=S
 : 87, -5, -2, 0, 1, 5, 97, 3, -1.0
> CCOc1ccc(/C=N/NC(=O)CNC(=O)c2ccc(S(=O)(=O)N3CCOCC3)cc2)cc1
 : 105, 2, -2, 5, 1, 9, 103, 0, -2.0
> CCOc1ccc(NC(=O)CN(C)C(=O)c2ccc(N3CCOCC3)c([N+](=O)[O-])c2)cc1OCC
 : 99, 9, -12, -8, 1, 5, 100, 2, -1.5
> C=C[C@@H]1c2ccccc2N(S(=O)(=O)c2ccc(C)cc2)[C@H](c2ccccc2C(F)(F)F)C1(C#N)C#N
 : 112, -2, 0, 1, ·, 0, 103, 1, ·
> CCOCC(=O)N1CCN(c2ccccc2OC)CC1
 : 102, 7, 5, 3, 2, 2, 107, 0, -0.4
> Cc1ccc(C)c(Cn2c(=O)n(C)c(=O)c3sccc32)c1
 : 100, -3, 10, 4, 2, 4, 97, 0, -1.5
> CC1(C)Cc2cccc(OCC(=O)N3CCN(c4cccc(Cl)c4)CC3)c2O1
 : 98, 5, 3, -2, 1, 0, 100, 0, -1.0
> COc1ccc(N(CC(=O)O)S(=O)(=O)c2ccc(OC)c(OC)c2)cc1
 : ·, 1, 5, 6, 2, 6, 109, 0, -0.3
> CN(C(=O)Cn1nnc(-c2ccc(F)cc2)n1)C1CCS(=O)(=O)C1 (centres undefined)
 : 88, -3, -15, 0, ·, 2, 95, 4, ·
> O=c1[nH]cnc2ccccc12
 : 101, 5, 0, -7, 1, -1, 106, 0, -2.0
> COC(=O)c1sc(S(=O)(=O)N2CCCCC2C)c(C(=O)OC)c1C (centres undefined)
 : 96, 4, -9, 6, ·, 4, 103, 4, ·
> O=C(Cc1cccc2ccccc12)N/N=C/c1ccc(O)c([N+](=O)[O-])c1
 : ·, 6, -4, 26, 3, 9, 90, 6, 1.7
> CN(C)c1ccc(NC2=C([N+](=O)[O-])CS(=O)(=O)C2)cc1
 : 90, 4, -15, 7, 0, 3, 95, 2, -2.7
> O=C(Nc1ccc(O)c2c(=O)cc(-c3ccccc3Cl)oc12)c1cccc(Cl)c1
 : ·, -2, ·, -1, 0, 2, ·, ·, 1.8
> Cc1ccc2[nH]c(CN3CCN(C)C(CCO)C3)c(C)c2c1 (centres undefined)
 : 106, 7, -5, 7, 0, 7, 100, 1, -0.5
> COc1ccc(C(=O)NC2CC3CCCC(C2)N3Cc2ccccc2)c(OC)c1 (centres undefined)
 : 99, 2, -4, 9, -1, 4, 93, 0, 2.6

Screens: PubChem BioAssay, several laboratories
